Source: PubChem BioAssay (several laboratories)
TRPC4 inh: inhibitors of mouse TRPC4 channel, primary screen, Fluo4 calcium, HEK293 TRPC4beta/mu-opioid cells; Short transient receptor potential channel 4 (Mus musculus), Q9QUQ5; DAMGO-evoked Fluo4 calcium flux; stronger effect = lower value; B-score at 10 µM; 0.39% of 300,000 active; AID 2247, 2010;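 active means B-score over 3 SD under the library average, no early fluorescence shift, positive overall ratio signal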
Target sequence (Q9QUQ5 whole entry, looked up): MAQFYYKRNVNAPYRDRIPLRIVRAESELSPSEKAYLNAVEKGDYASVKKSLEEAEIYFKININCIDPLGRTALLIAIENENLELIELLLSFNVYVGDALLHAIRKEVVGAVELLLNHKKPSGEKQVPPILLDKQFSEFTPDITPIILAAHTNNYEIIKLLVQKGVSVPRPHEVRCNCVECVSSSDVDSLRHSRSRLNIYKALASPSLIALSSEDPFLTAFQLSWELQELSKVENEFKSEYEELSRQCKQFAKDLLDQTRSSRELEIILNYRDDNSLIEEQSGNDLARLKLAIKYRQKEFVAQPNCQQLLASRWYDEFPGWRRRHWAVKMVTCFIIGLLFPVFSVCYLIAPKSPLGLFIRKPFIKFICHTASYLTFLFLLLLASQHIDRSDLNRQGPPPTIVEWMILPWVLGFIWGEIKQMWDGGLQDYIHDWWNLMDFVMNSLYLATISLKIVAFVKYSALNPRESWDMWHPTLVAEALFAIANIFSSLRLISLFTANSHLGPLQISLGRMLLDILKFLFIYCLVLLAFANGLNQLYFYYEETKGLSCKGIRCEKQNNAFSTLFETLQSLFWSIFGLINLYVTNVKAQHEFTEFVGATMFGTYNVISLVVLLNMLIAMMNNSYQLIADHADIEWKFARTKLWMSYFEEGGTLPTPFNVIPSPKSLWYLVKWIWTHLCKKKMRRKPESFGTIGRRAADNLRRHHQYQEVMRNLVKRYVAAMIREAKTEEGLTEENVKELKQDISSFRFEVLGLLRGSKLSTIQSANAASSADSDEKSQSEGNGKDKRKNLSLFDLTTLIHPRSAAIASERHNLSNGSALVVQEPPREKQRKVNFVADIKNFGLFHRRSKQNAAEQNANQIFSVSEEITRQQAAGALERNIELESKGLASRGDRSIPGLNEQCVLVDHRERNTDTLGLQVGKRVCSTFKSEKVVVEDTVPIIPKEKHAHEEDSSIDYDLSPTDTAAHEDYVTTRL
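material = TRPC4beta/mu-opioid receptor HEK293 cell line | probe or stimulus = sequential submaximal and maximal DAMGO stimulation | compound dosing = one concentration per compound | measured by = Fluo4 Ca2+ flux fluorescence | evaluation = integrated fluorescence ratio relative to baseline, converted to per-well B score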
ANO1 block: TMEM16A chloride channel inhibitors, primary screen, cell-based, HTS; 1.2% of 310,000 active; normalized B-score (activity score, 25-100; higher = stronger inhibition) at 10 µM; AID 588511, 2011; HEK293 TMEM16A/YFP iodide influx fluorescence, ionomycin;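 active means ratio plate-corrected score three or more library SD toward inhibition, starting fluorescence score within five deviations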;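 further: score derived from kinetic fluorescence span divided by baseline fluorescence per well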
SKKanGAS inh: S. pyogenes SKKanGAS growth inhibitors in kanamycin, primary screen, streptokinase expression inhibitor project, SKKanGAS strain, BacTiter-Glo luminescence. 6 h. inhibition, % at 7.5 µM. 1.3% of 300,000 active. AID 1662, 2009;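 active means mean replicate score, as percent of positive control median, at least 50; inconclusive means mean below 50 but one replicate at or above 50; inactive means mean and every replicate below 50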;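 further: strain carries kanamycin resistance gene driven by streptokinase promoter and grows in 40 µg/ml kanamycin; loss of luminescence reflects streptokinase promoter inhibition or plain growth inhibition; 0% = median of DMSO wells and 100% = positive control at its reference dose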
TRPC4 agonist: activators of mouse TRPC4 channel, primary screen, Fluo4 calcium, HEK293 TRPC4beta/mu-opioid cells | Fluo4 calcium fluorescence; stronger effect = higher value | AID 2237, 2010 | Short transient receptor potential channel 4 (Mus musculus), Q9QUQ5 | 0.49% of 310,000 active | B-score at 10 µM;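 active means B-score above 5 SD of library B-scores, and initial fluorescence ratio not above library mean plus 5 SD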;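 further: positive B-score marks a calcium rise read as TRPC4 activation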
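Assay system: HEK293 stable line with TRPC4beta plus mu-opioid receptor. Times: dye 45 min RT, read 110 s. Measured by: kinetic Fluo4 calcium fluorescence. Measure: B score of integrated ratio. Controls: assay buffer as low control, maximal DAMGO as high control.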
MrgX1 agonist: agonists of human MrgX1 receptor, primary screen, HEK293 cells, Fluo-4 calcium flux | Mas-related G-protein coupled receptor member X1 (Homo sapiens), Q96LB2 | Fluo-4 calcium fluorescence, agonist mode; stronger effect = higher value | B-score at 10 µM | 0.44% of 310,000 active | AID 588627, 2011;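 active means calcium response B-score plate-corrected fluorescence ratio at least 3 library SD, with starting fluorescence B-score inside 5 SD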
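Assay system: stable human MrgX1 HEK293 cell line. Quantity: 15,000 cells per well. Schedule: cells plated overnight, dye loaded 0.5 h 37 °C, 0.5 h room temperature. Detection: Fluo-4 NW calcium-flux fluorescence, kinetic read. Read-out basis: peak-minus-minimum fluorescence over baseline, converted to B scores. Control set: positive and negative control wells on each plate.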
TRPC6 activator: mouse TRPC6 channel activators, primary screen, cell-based, HEK293, membrane potential dye | 0.13% of 310,000 active | B-score at 10 µM | HEK293-TRPC6 membrane potential dye fluorescence; stronger effect = higher value | Short transient receptor potential channel 6 (Mus musculus), Q61143;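 active means B-score of the integrated fluorescence ratio above library mean plus 3 SD, and starting fluorescence ratio within library mean plus 5 SD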;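 further: higher score means more depolarization so channel activation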
MrgX1 PAM: positive allosteric modulators of MrgX1, primary screen, HEK293 cells, Fluo-4 calcium flux; Mas-related G-protein coupled receptor member X1 (Homo sapiens), Q96LB2; FDSS; stronger effect = higher value; B-score at 10 µM; 0.63% of 310,000 active;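 active means plate-corrected calcium response at least 3 library SD above typical, normal starting fluorescence, not activating the receptor alone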;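 further: compound read alongside a low EC10 to EC30 dose of BAM8-22 agonist; peak minus trough fluorescence over baseline measured at the second addition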
TRPC6 inh: mouse TRPC6 channel inhibitors, primary screen, cell-based, HEK293, membrane potential dye; B-score at 10 µM; AID 2553, 2010; ACh-evoked depolarization; stronger effect = lower value; 1.1% of 310,000 active; Short transient receptor potential channel 6 (Mus musculus), Q61143;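 active means B-score under library mean minus 3 SD, initial fluorescence not abnormally high, positive integrated signal ratio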;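 further: B-score derived from integrated fluorescence ratio over the kinetic read; more negative B-score means stronger inhibition of depolarization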
ANO1 activ: TMEM16A chloride channel activators or potentiators, primary screen, cell-based, HTS; Anoctamin-1 (Mus musculus), Q8BHY3; HEK293 TMEM16A/YFP-H148Q/I152L, iodide quench fluorescence; stronger effect = lower value; B-score at 10 µM; 0.3% of 340,000 active; AID 623877, 2012;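 active means fluorescence-ratio B-score plate-corrected deviation score at least 3 library SD below zero, with starting fluorescence score within 5 deviations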;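 further: channel opened by trigger with iodide after compound preincubation; score built on the fluorescence ratio of max minus min over baseline; more negative score means more quench and so TMEM16A activation or potentiation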
MrgX1 antagonist: antagonists of human MrgX1 receptor, primary screen, HEK293 cells, Fluo-4 calcium flux | 1.3% of 310,000 active | Mas-related G-protein coupled receptor member X1 (Homo sapiens), Q96LB2 | BAM8-22 antagonism; stronger effect = lower value | AID 588676, 2011 | B-score at 10 µM;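 active means calcium-response B-score plate-corrected more than 3 library SD below zero, starting fluorescence within 5 deviations, no agonist response on first addition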;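 further: peak minus trough fluorescence over baseline after final BAM8-22 challenge near maximal dose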
TRPC4 potent: positive allosteric modulators of TRPC4, primary screen, cell-based, mouse TRPC4beta, HEK293 mu-opioid, Fluo-4 calcium | Short transient receptor potential channel 4 (Mus musculus), Q9QUQ5 | DAMGO EC20, Fluo-4 Ca2+ flux; stronger effect = higher value | B-score at 10 µM | 0.42% of 310,000 active | AID 2227, 2009;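 active means B-score of calcium response area above 5 SD of library B-scores, with initial fluorescence ratio within 5 SD of library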;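 further: B-score of integrated fluorescence ratio over time as area under calcium response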
* = called active by the depositor; i = inactive; ? = inconclusive; . = not tested or not shown.

SMILES	TRPC4 inh	ANO1 block	SKKanGAS inh	TRPC4 agonist	MrgX1 agonist	TRPC6 activator	MrgX1 PAM	TRPC6 inh	ANO1 activ	MrgX1 antagonist	TRPC4 potent
CCc1ccc[n+](-c2[nH]c(=O)sc2/C=N/N=C(\[O-])CCn2c3ccccc3c3ccccc32)c1	i	i	10	i	i	i	i	i	i	i	i
CC1CCc2c(sc(NC(=O)c3ccccc3C(=O)O)c2C#N)C1 (centres undefined)	i	i	9	i	i	i	i	i	i	i	i
COCCN(CC(=O)Nc1ccccc1)S(=O)(=O)c1ccc(S(=O)(=O)N2CCCC2)cc1	i	i	2	i	i	i	i	i	i	i	i
CC(C)(C)n1nnnc1C(c1cccc(C#N)c1)N1CCN2CCCC2C1 (centres undefined)	i	i	4	i	i	i	i	i	i	i	i
CCOc1ccc(NC(=O)Cc2ccc(NC3=NC4CS(=O)(=O)CC4S3)cc2)cc1 (centres undefined)	i	i	1	i	i	i	i	i	i	i	i
COCCOC(=O)C1=C(C)NC(=O)NC1c1ccco1 (centres undefined)	i	i	4	i	i	i	i	i	i	i	i
O=C(NC(=S)NCC1CCCO1)c1ccc(Br)o1 (centres undefined)	i	i	-15	i	i	i	i	i	i	i	i
COc1ccccc1NS(=O)(=O)c1ccc(O)c(C(N)=O)c1	i	i	5	i	i	i	i	i	i	i	i
CN(C)CCN1C(=O)c2oc3ccc(F)cc3c(=O)c2C1c1ccncc1 (centres undefined)	i	i	3	i	i	i	i	i	i	i	i
Cc1ccc(C(=O)CC2(O)C(=O)N(CN3CCOCC3)c3ccccc32)cc1 (centres undefined)	i	i	5	i	i	i	i	i	i	i	i
Cc1ccccc1N/C=C/C(=C(C#N)C#N)N(C)C	i	i	-1	i	i	i	i	i	i	i	i
O=C(Cn1nc(-c2ccc(Cl)cc2)ccc1=O)NCCCN1CCN(Cc2ccccc2)CC1	i	i	-5	i	i	i	i	i	i	i	i
CCOC(=O)C1=C(C)N=c2s/c(=C/c3cccc([N+](=O)[O-])c3O)c(=O)n2C1c1ccc(OC)cc1OC (centres undefined)	i	i	22	i	i	i	i	-5.2*	i	i	i
CC(C)N(Cc1nccn1C)C(=O)c1cc(COc2cccc(C(F)(F)F)c2)on1	i	i	-3	i	i	i	i	i	i	i	i
CCc1ccc(-c2nc(C)c(CCO)c(=O)[nH]2)cc1	i	i	7	i	i	i	i	i	i	i	i
OCCN1CCN(CC#CCC(c2ccccc2)c2ccccc2)CC1	i	i	2	i	i	i	i	i	i	i	i
CCc1ccc(CCC(=O)Nc2sc(C)c(C)c2C(=O)OC)o1	i	i	-4	i	i	i	i	i	i	i	i
CCCCC(=O)N(Cc1ccc(-c2ccccc2-c2nn[nH]n2)cc1)[C@H](C(=O)O)C(C)C	i	i	0	i	i	i	i	i	.	i	i
CCCCCn1c(SCCOCC)nc2c1c(=O)[nH]c(=O)n2C	i	i	-2	i	i	i	i	i	i	i	i
COc1ccc(Br)cc1CNC(=O)C1CCC(=O)N1C(C)C (centres undefined)	i	i	-4	i	i	i	i	i	i	i	i
O=C(c1nn2cccnc2c1Cl)N1CCN(c2ccccc2)CC1	.	i	.	.	i	.	i	.	i	i	.
Cc1[nH]nc(N=CC2=C(O)CC(c3ccco3)CC2=O)c1-c1ccccc1 (centres undefined)	i	i	0	i	i	i	i	i	i	i	i
Cc1cc(NC(=O)c2cc3n(n2)C(C(F)(F)F)CC(c2ccco2)N3)no1 (centres undefined)	i	i	3	i	i	i	i	i	i	i	i
CSc1ccccc1NC(=O)CN(C)Cc1c(O)ccc2ccccc12	i	i	2	i	i	i	i	i	i	i	i
Nc1nc(COc2ccc(F)cc2)nc(N2CCCCC2)n1	i	i	-2	i	i	i	i	i	i	i	i

Next part
SMILES	TRPC4 inh	ANO1 block	SKKanGAS inh	TRPC4 agonist	MrgX1 agonist	TRPC6 activator	MrgX1 PAM	TRPC6 inh	ANO1 activ	MrgX1 antagonist	TRPC4 potent
CCOc1ccc(S(=O)(=O)N(C)c2ccc(OCC(=O)Nc3nc4ccccc4s3)cc2)cc1	i	i	23	i	i	i	i	i	i	i	i
COc1ccc(CSc2nncn2N)cc1Br	i	i	-4	i	i	i	i	i	i	i	i
S=C(NCCN1CCOCC1)Nc1ccccc1Cl	i	i	-8	i	i	i	i	i	i	i	i
Cc1cc(C)cc(NC(=S)NC2CC3CCCC(C2)N3CC(C)C)c1 (centres undefined)	i	i	16	i	i	i	i	i	i	i	i
O=S(=O)(Nc1ncnc2sc3c(c12)CCC3)c1ccc2ccccc2c1	.	100*	.	.	i	.	i	.	i	i	.
COc1ccc(C2C(C#N)=C(N)Oc3cc(O)ccc32)cc1Cl (centres undefined)	i	i	9	i	49*	i	i	i	i	i	i
CCOC(=O)CSc1ccc2ccccc2n1	i	i	14	i	i	i	i	i	i	i	i
CS(=O)(=O)N(Cc1ccco1)CC(O)Cn1cc(C=O)c2ccccc21 (centres undefined)	i	i	.	i	i	i	i	i	i	-5.7*	i
CCc1ccc(Oc2nc([N+](=O)[O-])nn2C)cc1	i	i	3	i	i	i	i	i	i	i	i
COc1ccc(CNc2cc(NCCCO)c([N+](=O)[O-])c3nonc23)cc1	i	i	-12	i	i	i	i	i	i	i	i
CCn1c(=O)n(CC)c2cc(N3CCCC3)c(NC(=O)c3cc(Br)ccc3OC)cc21	i	i	65*	i	i	i	i	i	.	i	i
CS(=O)(=O)N1CCC(C(=O)c2cccc(Cl)c2)CC1	i	i	4	i	i	i	i	i	i	i	i
COc1ccc(C(=O)Nc2ccccc2C(=O)NCc2cccnc2)cc1	i	i	13	i	i	i	i	i	i	i	i
Cc1cc(N2CCN(CC(O)C(F)(F)F)CC2)c2ccccc2n1 (centres undefined)	i	i	-3	i	i	i	i	i	i	i	i
CCOc1ccc(NC(=O)CSc2nnc(C)n2CCCOC)cc1	i	i	7	i	i	i	i	i	i	i	i
C=CCNC(=O)c1snnc1-c1ccccc1	i	i	2	i	i	i	i	i	i	i	i
Nn1c(COc2ccc(Cl)cc2)nc2ccccc2c1=O	i	i	1	i	i	i	i	i	i	i	i
COc1ccccc1N1CCN(CCN2C(=O)CC3(CCCC3)CC2=O)CC1	i	i	16	i	i	i	i	i	i	i	i
O=C(CSc1nc2ccsc2c(=O)n1CC1CCC(C(=O)O)CC1)c1ccc(Cl)cc1 (centres undefined)	i	i	27	i	i	i	i	i	i	i	i
COc1ccc(C(C(=O)NC2CCCCC2)N(Cc2cccnc2)C(=O)c2snc(C(N)=O)c2N)cc1 (centres undefined)	i	i	-3	i	i	i	i	i	i	i	i
Cc1nn(CC(=O)NCc2ccccc2)c(C)c1[N+](=O)[O-]	i	i	0	i	i	i	i	i	i	i	i
CC1CCN(S(=O)(=O)c2ccc(S(=O)(=O)N3CCC4(CC3)OCCO4)cc2)CC1	i	i	-7	i	i	i	i	i	i	i	i
CCOC(=O)C1=C(c2ccccc2)N(C)C(=O)NC1c1ccc(O)c(OC)c1 (centres undefined)	i	i	11	i	i	i	i	-9.2*	i	i	i
CCCCOc1ccc(-c2nc(=S)[nH][nH]2)cc1	i	i	7	i	i	i	i	i	i	i	i
Cc1cc(C(=O)OCC(=O)NC(C)c2ccccc2)c(C)o1 (centres undefined)	i	i	-8	i	i	i	i	i	i	i	i

Further structures:
SMILES	TRPC4 inh	ANO1 block	SKKanGAS inh	TRPC4 agonist	MrgX1 agonist	TRPC6 activator	MrgX1 PAM	TRPC6 inh	ANO1 activ	MrgX1 antagonist	TRPC4 potent
COc1ccc(C(=O)N2CCN(c3ncnc4c(-c5ccccc5)nsc34)CC2)cc1	i	.	12	i	.	i	.	i	i	.	i
NS(=O)(=O)c1cc(C(=O)O)cc(N2CCCC2)c1Oc1ccccc1	.	i	.	.	i	.	i	.	i	i	.
COc1ccccc1NS(=O)(=O)c1cccc(N2CC(O)=C(c3ccccc3)C2=N)c1	i	i	-1	i	i	i	i	i	i	i	i
CCOc1ccc(-c2cn(-c3ccccc3OC)c(=S)[nH]2)cc1	i	i	3	i	i	i	i	i	i	i	i
Cc1nnc(Sc2cc(NCCCO)c([N+](=O)[O-])c3nonc23)s1	-6*	.	?	i	.	i	.	i	i	.	i
Cc1cccc(OCCn2c(=O)sc3ccccc32)c1	i	i	.	i	i	i	i	i	i	i	i
CCOc1ccc(S(=O)(=O)N2CCC(C(=O)N3CCN(c4ccccc4)CC3)CC2)cc1	i	i	-3	i	i	i	i	i	i	i	i
COc1ccc(S(=O)(=O)N2CCC(C(=O)N[C@@H](C)C(=O)NCc3ccc(F)cc3)CC2)cc1	i	i	-2	i	i	i	i	i	i	i	i
COc1ccc(S(=O)(=O)N(CC(=O)N2CCOCC2)Cc2ccccc2)cc1	i	i	4	i	i	i	i	i	i	i	i
COc1cc(C2CC(=O)Oc3c(C(CCN4CCOCC4)c4ccc(N(C)C)cc4)c(OC)cc(OC)c32)cc(OC)c1OC (centres undefined)	i	i	0	i	i	i	i	i	i	i	i
CC(=O)c1sc(NC(=O)C2CC(=O)N(Cc3ccccc3)C2)nc1-c1ccccc1 (centres undefined)	i	i	-2	i	i	i	i	i	i	i	i
COc1ccc(C2C(Oc3ccccc3)C(=O)N2c2cc(C)ccc2C)cc1OC (centres undefined)	i	i	11	i	i	i	i	i	i	i	i

Compounds as they come; about 6.7% have a hit in one of these screens.
